Screening results as filed in PubChem BioAssay.
FEN1 inhibitor = inhibitors of human flap endonuclease 1; P39748; Recombinant FEN1 flap cleavage, fluorescence, 15 min; Potency, µM (series often up to 114 µM), for the others: top-dose activity change, negative = inhibition, most hits filed as inhibitors; hit rate 0.35% among 390,000; further: nearly all actives have a fitted effect of over 65% in size
Target sequence (P39748 whole entry, looked up): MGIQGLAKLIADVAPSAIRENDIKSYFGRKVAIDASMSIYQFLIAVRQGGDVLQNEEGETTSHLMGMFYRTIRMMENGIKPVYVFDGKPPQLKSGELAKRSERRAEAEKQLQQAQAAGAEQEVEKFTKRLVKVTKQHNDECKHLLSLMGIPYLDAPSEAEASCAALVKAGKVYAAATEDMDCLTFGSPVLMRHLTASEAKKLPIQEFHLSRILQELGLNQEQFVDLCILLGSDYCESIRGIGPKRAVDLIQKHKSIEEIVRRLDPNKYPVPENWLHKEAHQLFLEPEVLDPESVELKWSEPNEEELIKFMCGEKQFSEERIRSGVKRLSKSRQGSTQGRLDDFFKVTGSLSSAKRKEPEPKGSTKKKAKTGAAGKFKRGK
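Concentration–response screening of FEN1 (10 nM): 15 min compound preincubation at room temperature, reaction started with 50 nM substrate and read at 0 and 15 min. Corrected, normalized data were fitted by a four-parameter Hill equation.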
TDP1 cell CPT = growth inhibition of DT40 Tdp1-/-;hTDP1 cells with camptothecin (screen for TDP1 inhibitors) | chicken DT40 Tdp1-/-;hTDP1 cells + 20 nM CPT, ATP luminescence, 48 h | Potency, µM (series often up to 46.2 µM), for inactives: at the top dose activity change, negative = growth inhibition, most hits filed as inhibitors | hit rate 12% among 420,000 | AID 686979; further: nearly all actives have a fitted effect of over 55% in size
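Cell growth measured by CellTiter-Glo luminescence after a minimum 48 h, 37 C compound exposure with 20 nM CPT in Tdp1-knockout DT40 cells stably expressing hTDP1, seeded 400/well; qHTS titration format.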
KAT2A inh = GCN5L2 (KAT2A) acetyltransferase inhibition; GCN5L2 HAT assay, ThioGlo1 CoA-SH fluorescence; Potency, µM (doses to about 58.9 µM), inactives show at the top dose activity change, negative = inhibition, actives largely listed as inhibitors; hit rate 0.21% among 390,000
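ThioGlo1-coupled HAT assay: 20nM GCN5L2, 70uM acetyl-CoA, 75uM H3(1-25) peptide, pH 7.5. Fluorescence read at 340/540nm at start and after 20 min at room temperature.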
* marks the source's active call; other numbers are inactive results; ? = inconclusive; / = no result given; & = joins results of further samples. The call rests on the fitted dose curve; in most records, active means well fitted curve in the direction sought with a large enough effect; inconclusive means small, poorly fitted or top-dose-only effect, or another doubt; inactive means no such curve, though single readings can be large; an effect the other way counts as inactive or inconclusive. On the % scale 0 is the no-effect control and ±100 the full control effect; potency means the concentration at half of the fitted maximal effect. Not all compounds are listed, so the mix of outcomes need not match the whole.

#1 O=C(O)C(c1ccccc1)C1(O)CCC1 (configuration not stated)
#2 O=C(O)c1ccc(N=Nc2c(O)[nH]c3ccccc23)cc1
#3 Cc1ccccc1S(=O)(=O)NCc1ccc(N2CCN(C)CC2)cc1
#4 CC(C)(C)c1cc(C(=O)Nc2ccccc2)ccn1
#5 O=C(COC(=O)c1ccco1)NC1CCCCC1
#6 CCCc1cc(=O)[nH]c(SCc2cc(=O)oc3c(C)c(C)ccc23)n1
Assay by compound,1,2,3,4,5,6
FEN1 inhibitor,13%,-24%,?,6%,6%,-2%
TDP1 cell CPT,-24%,?,?,-28%,-10%,11%
KAT2A inh,/,?,-6%,-3%,-4%,-6%

#7 COC(=O)C1=CN(Cc2ccc(C)cc2)C=C(C(=O)OC)C1c1ccc(F)c(F)c1
#8 CCOc1ccc(OCC)c(S(=O)(=O)NCc2ccccc2)c1
#9 CCC1(CC)Cc2ccccc2C(=O)N1
#10 COc1ccc2nc(NS(=O)(=O)c3ccc(C)cc3)c(Nc3cc(Cl)ccc3OC)nc2c1
#11 O=C(CN1CCCC1)Nc1ccc(NC(=O)Nc2ccccc2Cl)cc1
#12 Cc1ccc(NC(=O)c2c(C)oc3ccc(O)c(CN4CCN(Cc5ccccc5)CC4)c23)cc1
Assay by compound,7,8,9,10,11,12
FEN1 inhibitor,1%,-3%,5%,9%,-5%,8%
TDP1 cell CPT,?,-1%,3%,?,-17%,21µM*
KAT2A inh,-12%,-3%,1%,-10%,-2%,-12%

#13 Cc1ccccc1NC(=O)c1nc(S(C)(=O)=O)ncc1Cl
#14 Cc1cnc(C)c(N2CCN(Cc3cn(C)nc3-c3cccc(Cl)c3)CC2)n1
#15 NC(=O)COC(=O)/C=C/c1ccccc1[N+](=O)[O-]
#16 CCOc1ccc(C(=O)NCCc2csc(-c3ccc(C(F)(F)F)cc3)n2)cc1OCC
#17 COCc1ccc(CN2CCC(n3nccc3NC(=O)C(OC)c3ccccc3)CC2)o1 (configuration not stated)
#18 Cc1ccc(C(=O)CC(C(=O)O)P(=O)(c2ccccc2)c2ccccc2)cc1 (configuration not stated)
Assay by compound,13,14,15,16,17,18
FEN1 inhibitor,9%,-11%,-2%,-11%,-1%,4%
TDP1 cell CPT,2.3µM*,?,7%,?,13%,10%
KAT2A inh,-1%,-6%,-3%,3%,-20%,2%

#19 Cc1nnc(SCC2CCCO2)n1-c1ccccc1 (configuration not stated)
#20 CC(C)(C)OC(=O)N1CCC(c2c(C(=O)NCc3ccco3)cnn2-c2ccccc2)CC1
#21 C#CCNC(=O)C1=C[C@H](c2ccc(Br)cc2)[C@@H](CCCO)[C@H](OCC)O1
#22 CN1CCC(OC(=O)c2cccc(Cl)c2)CC1
#23 Brc1cccc[n+]1Cc1ccc(C[n+]2ccccc2Br)cc1
#24 CCN(c1ccccc1)S(=O)(=O)c1ccc2c(c1)N(C(C)=O)CCS2
Assay by compound,19,20,21,22,23,24
FEN1 inhibitor,-10%,-10%,18%,-1%,12%,8%
TDP1 cell CPT,7%,?,?,13%,3%,-11%
KAT2A inh,-3%,3%,3%,-9%,/,-1%

#25 FC(F)(F)c1n[nH]c(=S)n1/N=C/c1ccco1
#26 CCOC(=O)c1c(SCCN2CCCC2)n(-c2ccccc2)c(=S)n(-c2ccccc2)c1=O
#27 O=C(NC(N1CCCC1)C(Cl)(Cl)Cl)c1ccccc1 (configuration not stated)
#28 COc1cc(O)c(C(CC(=O)N2CCN(c3ccccc3)CC2)c2cc(OC)c(OC)c(OC)c2)c(OC)c1 (configuration not stated)
#29 COc1ccc(CCNc2cc(C)nc3c(-c4ccccc4)cnn23)cc1OC
#30 CC(C)(C)c1ccc(-n2ncc3c2CCCC3NC(=O)CCn2cncn2)cc1 (configuration not stated)
Assay by compound,25,26,27,28,29,30
FEN1 inhibitor,-9%,11%,1%,-29%&6%,5%,-1%
TDP1 cell CPT,-3%,4.6µM*,0%,?,?,?
KAT2A inh,24%,/,-3%,21%,?,-6%

#31 Cc1c(CC(=O)NCCc2ccccc2F)c(=O)oc2c(C)c3occ(C(C)(C)C)c3cc12
#32 CC(C)Cc1cc(C(=O)NCc2ccco2)no1
#33 CCC(=O)Nc1cccc2ccccc12
#34 CC(=O)N1CCN(c2ccc(S(=O)(=O)N3CCCCC3)cc2[N+](=O)[O-])CC1
#35 Cn1ncc(N=Cc2c(O)ccc3ccccc23)c1C(=O)Nc1cccc(Cl)c1
#36 Cc1ccc(C(=O)N2CCN(c3ccccn3)CC2)cc1
Assay by compound,31,32,33,34,35,36
FEN1 inhibitor,-12%,15%,-2%,6%,10%,-2%
TDP1 cell CPT,13µM*,-10%,20%,-23%,?,-1%
KAT2A inh,-8%,-20%,-2%,-1%,-11%,-6%

Some of these compounds in order of formula weight, smallest number first.
#33 CCC(=O)Nc1cccc2ccccc12
#22 CN1CCC(OC(=O)c2cccc(Cl)c2)CC1
#19 Cc1nnc(SCC2CCCO2)n1-c1ccccc1 (configuration not stated)
#36 Cc1ccc(C(=O)N2CCN(c3ccccn3)CC2)cc1
#27 O=C(NC(N1CCCC1)C(Cl)(Cl)Cl)c1ccccc1 (configuration not stated)
#24 CCN(c1ccccc1)S(=O)(=O)c1ccc2c(c1)N(C(C)=O)CCS2
#29 COc1ccc(CCNc2cc(C)nc3c(-c4ccccc4)cnn23)cc1OC
#18 Cc1ccc(C(=O)CC(C(=O)O)P(=O)(c2ccccc2)c2ccccc2)cc1 (configuration not stated)
Assay by compound,33,22,19,36,27,24,29,18
FEN1 inhibitor,-2%,-1%,-10%,-2%,1%,8%,5%,4%
TDP1 cell CPT,20%,13%,7%,-1%,0%,-11%,?,10%
KAT2A inh,-2%,-9%,-3%,-6%,-3%,-1%,?,2%

#30 CC(C)(C)c1ccc(-n2ncc3c2CCCC3NC(=O)CCn2cncn2)cc1 (configuration not stated)
#34 CC(=O)N1CCN(c2ccc(S(=O)(=O)N3CCCCC3)cc2[N+](=O)[O-])CC1
#35 Cn1ncc(N=Cc2c(O)ccc3ccccc23)c1C(=O)Nc1cccc(Cl)c1
#23 Brc1cccc[n+]1Cc1ccc(C[n+]2ccccc2Br)cc1
#21 C#CCNC(=O)C1=C[C@H](c2ccc(Br)cc2)[C@@H](CCCO)[C@H](OCC)O1
#17 COCc1ccc(CN2CCC(n3nccc3NC(=O)C(OC)c3ccccc3)CC2)o1 (configuration not stated)
#31 Cc1c(CC(=O)NCCc2ccccc2F)c(=O)oc2c(C)c3occ(C(C)(C)C)c3cc12
#20 CC(C)(C)OC(=O)N1CCC(c2c(C(=O)NCc3ccco3)cnn2-c2ccccc2)CC1
Assay by compound,30,34,35,23,21,17,31,20
FEN1 inhibitor,-1%,6%,10%,12%,18%,-1%,-12%,-10%
TDP1 cell CPT,?,-23%,?,3%,?,13%,13µM*,?
KAT2A inh,-6%,-1%,-11%,/,3%,-20%,-8%,3%

#28 COc1cc(O)c(C(CC(=O)N2CCN(c3ccccc3)CC2)c2cc(OC)c(OC)c(OC)c2)c(OC)c1 (configuration not stated)
Assay by compound,28
FEN1 inhibitor,-29%&6%
TDP1 cell CPT,?
KAT2A inh,21%

Later entries.
#37 Cc1nn(Cc2ccc(Cl)cc2)c(C)c1NC(=O)c1cc(-c2ccco2)on1
#38 Cc1ccc(NC(=O)CNCc2ccccn2)cc1S(=O)(=O)N(C)C
#39 CCCNC(=O)C(Cc1cccc(Br)c1)NC(=O)c1ccc(C#N)cc1 (configuration not stated)
#40 CCN(CC)c1ccc2cc(C(N)=O)/c(=N\NC(=O)c3ccncc3)oc2c1
#41 COc1cc2ccccc2cc1C(=O)Nc1nccs1
#42 COc1cccc(NC(=O)Cn2cnc3sc(C)c(S(=O)(=O)N4CCN(C)CC4)c3c2=O)c1
Assay by compound,37,38,39,40,41,42
FEN1 inhibitor,-12%,-2%,-4%,?,-4%,-2%
TDP1 cell CPT,13µM*,-9%,?,16µM*,15µM*,?
KAT2A inh,?,-4%,4%,-28%,1%,-4%

#43 COc1ccc(/C=C/c2nnc(NC(=O)CC(C)C)s2)cc1
#44 CCn1c(=O)c2cc(C(=O)NCc3ccc(F)cc3Cl)sc2c2ccccc21
#45 Cc1ccc(C)c(N2CCN(C(=O)Nc3cn(CC(C)C)c(=O)c4ccccc34)CC2)c1
#46 Cc1cc(-c2ccccc2)nc(N/N=C/c2cccnc2)n1
#47 CC1CCCC(NC(=O)Cc2ccc(Br)cc2)C1C (configuration not stated)
#48 Cc1ccc(NC(=O)CN(C)Cc2nc3ccccc3c(=O)[nH]2)c(Br)c1
Assay by compound,43,44,45,46,47,48
FEN1 inhibitor,5%,?,7%,-5%,4%,-3%
TDP1 cell CPT,?,1%,13µM*,-23%,?,-46%
KAT2A inh,-5%,0%,-4%,-3%,-2%,-2%

#49 Cc1cccc(C(=O)Oc2ccc(/C=N/O)cc2)c1
#50 CCCCN(C)C(=O)c1ccc2c(c1)N(CC)C(=O)c1ccccc1S2=O (configuration not stated)
#51 O=C(COc1ccc(Cl)cc1)NCC(=O)N1CCC2(CC1)NCCc1[nH]cnc12
#52 CCCCc1nc2cc(C(=O)N3CCC(OC)CC3)ccc2o1
#53 Cc1ccccc1-c1nc(CS(=O)CC(=O)NCCc2ccc(Cl)cc2)c(C)o1 (configuration not stated)
#54 Cc1oc(-c2ccc3c(c2)OCCO3)cc1C(=O)NCC(=O)O
Assay by compound,49,50,51,52,53,54
FEN1 inhibitor,6%,-1%,18%,-4%,1%&-1%,-5%
TDP1 cell CPT,-13%,?,10%,-13%,16µM*,2%
KAT2A inh,3%,-3%,-1%,-20%,0%&-5%,-11%

#55 O=C(N/N=C/c1cccc([N+](=O)[O-])c1)C1CC1c1ccccc1 (configuration not stated)
#56 CCOc1ccc(CCNC(=O)CCCn2c(=O)c3cccn3c3cccnc32)cc1
#57 COc1ccc(C(C(=O)NC2CCCC2)N(Cc2cccnc2)C(=O)Cc2cccs2)cc1OC (configuration not stated)
#58 CCOc1ccccc1OCC(=O)OC(C)C(=O)Nc1ncc(Cl)cc1Cl (configuration not stated)
#59 Cc1ccc2c(c1)C(=O)N1[C@H]3c4ccccc4OC[C@@H]3[C@H](c3ccccc3)[C@]1(C)C(=O)N2
#60 CC[C@H](C)[C@H](NC(=O)OCc1ccccc1)C(=O)OCC(=O)N1CCN(c2ccc(F)cc2)CC1
Assay by compound,55,56,57,58,59,60
FEN1 inhibitor,5%,7%,3%,-3%,-11%,2%
TDP1 cell CPT,3%,?,2%,-23%,?,?
KAT2A inh,1%,-6%,0%,2%,-9%,/

#61 COc1ccccc1OCC(=O)Nc1cc(NC(=O)COc2ccccc2OC)cc(C(=O)O)c1
#62 CCc1cccc(NC(=O)Cn2c(=O)n(-c3cccc(Cl)c3)c(=O)c3c2c2cc(C)ccc2n3C)c1
#63 O=C(Nc1ccccc1)NC1(C(=O)NCc2cccs2)CCCCC1
#64 COc1ccc(C(=O)N2N=C3CC(C)(C)OCC3C2c2ccccc2)cc1 (configuration not stated)
#65 CCCn1cc(CN2CCC(C(=O)Nc3cccc(-c4cscn4)c3)CC2)c(C)n1
#66 CCc1nnc(NC(=O)Cn2nc(-c3ccccc3OC)ccc2=O)s1
Assay by compound,61,62,63,64,65,66
FEN1 inhibitor,1%,-4%,4%,5%,5%,-16%
TDP1 cell CPT,3%,-9%,-29%,-3%,?,-6%
KAT2A inh,1%,-1%,3%,0%,18%,-2%

#67 O=C(CN1C(=O)C2(SCC(=O)N2c2ccccc2)c2ccccc21)NCCc1ccccc1 (configuration not stated)
#68 Cc1cccc(NC(=O)CSc2nc(-c3ccccc3)cn2-c2ccccc2)c1C
#69 O=C(COC(=O)[C@@H]1CCCN1S(=O)(=O)c1ccc(Cl)cc1)NC12CC3CC(CC(C3)C1)C2
#70 COCC(C)NCc1cccc2ccccc12 (configuration not stated)
#71 O=c1[nH]cnc2ccsc12
#72 O=C(Nc1nc(-c2ccccc2)cs1)C1CCCCN1S(=O)(=O)c1ccc(Cl)cc1 (configuration not stated)
Assay by compound,67,68,69,70,71,72
FEN1 inhibitor,8%,6%,-23%,5%,1%,0%
TDP1 cell CPT,/,?,?,1%,3%,?
KAT2A inh,-7%,-4%,-2%,8%,-6%,-6%

#73 Cc1ccc2nc(/C(C#N)=C/c3ccccc3C(=O)O)[nH]c2c1
#74 Cc1cccc(NC(=O)NNC(=O)c2ccccn2)c1
#75 Cc1ccc(C)c(S(=O)(=O)Nc2cc3c4c(c2)CC(=O)N4CCC3)c1
#76 COc1ccc(C(=O)Nc2nc3ccccc3[nH]2)cc1
Assay by compound,73,74,75,76
FEN1 inhibitor,14%,22%,-1%,-4%
TDP1 cell CPT,24%,-2%,?,16µM*
KAT2A inh,-11%,0%,-5%,-17%
